# Compound activity (PubChem BioAssay)
# phage Ecoli inh: E. coli growth loss with phage present. inhibition, % at 11.9 µM. growth absorbance. AID 651602. 0.26% of 360,000 active; in the data active means inhibition above about 11%
# SR-BI DiI inh: blocks mouse SR-BI lipid uptake from DiI-HDL; Q61009; 0.96% of 320,000 active; ldlA[mSR-BI] CHO cells, DiI-HDL uptake fluorescence, 3 h; inhibition, % at 12.5 µM;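 active means mean replicate inhibition of at least 70% and a set share of replicates each scoring 70 or more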;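 further: 0% = median of neutral control wells and 100% = median of positive control wells; values of inactives mirror those of a sister screen read the other way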
# Target sequence (Q61009 whole entry, looked up): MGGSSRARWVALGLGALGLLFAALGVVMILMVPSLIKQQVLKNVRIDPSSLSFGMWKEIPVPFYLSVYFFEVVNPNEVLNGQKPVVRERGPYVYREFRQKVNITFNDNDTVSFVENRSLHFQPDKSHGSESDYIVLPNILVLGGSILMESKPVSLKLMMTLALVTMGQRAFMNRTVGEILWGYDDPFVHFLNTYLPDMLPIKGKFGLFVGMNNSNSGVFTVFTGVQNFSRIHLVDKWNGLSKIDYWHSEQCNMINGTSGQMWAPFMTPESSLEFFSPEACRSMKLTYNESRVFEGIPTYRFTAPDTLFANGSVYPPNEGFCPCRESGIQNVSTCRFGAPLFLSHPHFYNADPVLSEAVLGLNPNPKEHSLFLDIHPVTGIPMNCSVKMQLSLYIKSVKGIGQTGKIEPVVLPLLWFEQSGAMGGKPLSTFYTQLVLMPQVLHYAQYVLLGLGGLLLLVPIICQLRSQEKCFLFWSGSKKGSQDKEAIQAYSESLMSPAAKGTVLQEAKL
# CAL PDZ FP-1: blocks peptide binding to human CAL PDZ domain. Q9HD26. purified CAL PDZ, TMR-peptide fluorescence polarization, 1 h. inhibition, % at 20 µM. 0.02% of 330,000 active. AID 504414;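 active means highest replicate inhibition of at least 40%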;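 further: plate controls were DMSO neutral control wells for no effect and unlabeled competitor peptide control wells for full effect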
#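 Material – purified CerCALP PDZ construct · Detection – FP readout, S and P plane fluorescence · Measure – percent inhibition from loss of millipolarization · Controls – unlabelled peptide for full inhibition, DMSO wells as neutral · Probe or stimulus – TMR-labelled reporter peptide T*-PRC34 bound in PDZ groove · Times – 1 h at RT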
# Tat transport: blocks Tat-dependent protein export in E. coli | 0.036% of 340,000 active | inhibition, % at 10 µM | E. coli MC4100 TorA-mCherry Tat export, fluorescence | AID 488895;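 active means mean replicate inhibition at least 50% and at least half of replicates individually reaching 50%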;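 further: exported cargo escapes ClpAP degradation while cytoplasmic cargo is degraded and loses fluorescence; 0% = median of neutral control wells and 100% = median of NaSCN control wells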
# SR-BI DiI-HDL act: enhances SR-BI lipid uptake from DiI-HDL. activation, % at 12.5 µM. 0.096% of 320,000 active. CHO ldlA[mSR-BI] cells, DiI-HDL uptake fluorescence, 3 h; 100 = double the neutral-control signal;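 active means mean replicate activation of at least 60% and every replicate at or above 60%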;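 further: 0% = median plate neutral-control signal and 100% = twice that signal; values of inactives mirror those of a sister screen read the other way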
#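 Material: SR-BI-overexpressing, LDLR-lacking CHO cells | Dosing: Single compound concentration, delivered by pin transfer | Probe or stimulus: Labelled HDL, 10 µg/mL | Signal: Bottom-read cell fluorescence after medium removal, ex 550/em 595 nm | Schedule: 3 h, 37 °C | Evaluation: HDL uptake via cellular fluorescence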
# AddAB inh: less growth of phage-infected E. coli with AddAB | AID 435030 | inhibition, % at 11.9 µM | 0.29% of 330,000 active | E. coli expressing H. pylori AddAB, absorbance growth; in the data active means inhibition above about 12%;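 further: 0% = vehicle wells of infected cells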
# Wnt bcat act: Wnt/beta-catenin pathway activation; Wnt/beta-catenin reporter cell assay, activator, plate reader; activation, % at 9.35 µM; 1.2% of 300,000 active; AID 743398; in the data active means activation above about 30%, passing the limit was not always enough;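 further: 0% = neutral control wells and 100% = positive control wells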
# CAL PDZ FP-2: blocks peptide binding to the human CAL PDZ domain; AID 602252; Q9HD26; inhibition, % at 24.9 µM; 0.92% of 300,000 active; purified CAL PDZ, TMR-peptide fluorescence polarization, 1 h;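 active means mean inhibition of at least 30% with at least half of replicates also reaching 30%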;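 further: 0% = DMSO neutral control and 100% = excess unlabeled competitor peptide PRC23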
# Ecoli viability: bacterial growth inhibition, counter-screen for AddAB inhibitors | E. coli V3065 growth, OD600 absorbance, 18 h | inhibition, % at 11.9 µM | 0.27% of 330,000 active | AID 449728;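 active means inhibition above the campaign's mean inhibition across all tested compounds plus 3 SD, cut at about 9.9% in these data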;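 further: uninfected addAB+ strain grown without phage in ampicillin broth; 0% = DMSO wells and 100% = ciprofloxacin 0.95 µg/ml wells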
# MITF act: MITF TRPM1 promoter activation in melanoma cells | SK-MEL-5 TRPM1-promoter luciferase, 24 h; % of positive control, neutral wells = 0 | activation, % at 12.5 µM | 0.75% of 300,000 active | AID 588334;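 active means mean activation of at least 80% with every replicate also reaching 80%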;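 further: 0% = neutral control wells and 100% = parthenolide positive control wells; values of inactives mirror those of a sister screen read the other way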
# An asterisk follows results filed as active; · = no result given.
SMILES,phage Ecoli inh,SR-BI DiI inh,CAL PDZ FP-1,Tat transport,SR-BI DiI-HDL act,AddAB inh,Wnt bcat act,CAL PDZ FP-2,Ecoli viability,MITF act
CN1CCN(c2ccc(NC(=O)c3ccc4c(c3)OCCO4)cc2Cl)CC1,1.8,21,-2.4,11,-21,-0.1,-2,1,1.5,53
CNC(=O)CN(Cc1ccccc1)S(=O)(=O)c1ccccc1,1.6,11,·,-4,-11,0.8,·,-12,-1.9,-4
CCCn1nc(C(=O)N(C)CC(=O)Nc2ccc(OCC)c(OCC)c2)c2ccccc2c1=O,4.0,8,-0.2,5,-8,0.9,-6,-5,0.2,-4
COc1cc(C(=O)N2CCN(C)C(C)C2)ccc1OC1CCN(C(C)=O)CC1 (centres undefined),0.4,-2,-0.4,-4,2,-4.0,2,-1,-2.5,10
O=C(COc1ccc2c(c1)C(=O)CC1(CCCCC1)O2)NCc1ccccn1,2.2,-9,·,-6,9,1.0,·,-6,2.2,-2
CCOC(=O)c1sc2nc(CSCC(=O)OCc3ccc(C(=O)OC)o3)[nH]c(=O)c2c1C,2.1,6,-0.9,10,-6,2.3,0,-1,-2.6,·
COc1cccc(NC(=O)COc2ccc(C(=S)N3CCN(C)CC3)cc2OC)c1,1.6,50,-1.6,-2,-50,-0.8,0,0,1.5,-12
O=S(=O)(/C=C/c1ccccc1)Nc1ccc2c(c1)OCO2,3.6,-9,-1.0,-1,9,5.2,·,·,0.2,-13
c1ccc2sc(N3CCCN(Cc4nc(-c5cnccn5)no4)CC3)nc2c1,2.5,29,0.0,-6,-29,0.5,3,-1,-0.1,6
COc1ccc(NC(=O)CSc2nnc(CCC(=O)Nc3ccc(C)c(Cl)c3)n2C)cc1,1.2,-1,-0.2,-11,1,0.3,·,-24,2.0,17
Nc1c(C(=O)N/N=C/c2cccnc2)cnn1-c1ccccc1,3.2,-16,-0.2,-8,16,2.3,20,-4,2.3,31
COc1cccc(-c2nnc(NC(C)=O)o2)c1,1.3,6,0.4,-4,-6,0.8,-2,3,-3.1,17
CCSc1nnc(CNC(=O)C23CC4CC(CC(C4)C2)C3)n1C1CCCCC1,1.0,3,-0.1,7,-3,3.4,·,3,-0.2,-2
CC(=O)C1=C(O)C(=O)N(CCCn2ccnc2)C1c1ccc(Cl)cc1 (centres undefined),4.1,-4,1.2,-1,4,4.1,-1,·,1.2,·
COCCN(C(=O)CCC(=O)Nc1cc(C)on1)C(C(=O)NC1CCCC1)c1ccc(C)cc1 (centres undefined),-0.2,·,-2.7,5,·,1.2,1,-3,-1.1,-7
O=C(COC(=O)c1cc(-c2cccs2)nc2ccccc12)NC1CCS(=O)(=O)C1 (centres undefined),3.1,16,0.2,4,-16,1.4,0,-8,2.8,-5
COc1ccc(C2CC(=O)C3=C(C2)Nc2ccccc2N(C(C)=O)C3c2ccco2)cc1 (centres undefined),2.4,16,·,-2,-16,2.1,·,-25,-0.5,-2
O=C(Cn1cnc2c(nnn2Cc2ccc(F)cc2)c1=O)NCc1ccco1,0.3,7,-1.7,-2,-7,3.3,·,-2,-0.9,1
N#Cc1c(-c2ccncc2)c2c([nH]c1=O)-c1ccccc1OC2,2.4,·,·,·,·,1.2,-4,·,1.5,·
CCOc1ccc(C(=O)NCCN(C)C)cc1,2.8,-17,-1.0,-8,17,1.2,·,-1,0.0,-13
Cc1c(C(=O)NC(C)C2CC3CCC2C3)cccc1[N+](=O)[O-] (centres undefined),0.7,18,0.3,0,-18,5.6,-3,-4,-1.8,-14
O=C(CNc1n[nH]c(=O)[nH]c1=O)N/N=C/c1ccccc1,2.4,·,·,·,·,0.3,2,·,-1.0,·
COCc1cc(C)nc(Nc2ccc(C)cc2C)c1C#N,0.1,43,-2.7,-4,-43,3.4,·,1,3.5,5
CCCn1c(SCC(=O)OCC)nc(C(F)(F)F)cc1=O,2.8,-18,-0.4,-1,18,0.7,-4,2,-1.2,0
NC(=O)C1CCN(Cc2nc(-c3cccs3)no2)CC1,-1.2,-13,-0.2,-1,13,-0.8,2,20,-0.9,·
Cc1ccc(Cn2c(S(=O)(=O)O)nc3ccccc32)cc1,-1.0,-36,-0.7,-2,36,4.2,·,-5,2.0,-9
O=C(COc1ccc(Br)cc1Cl)NCCCN1CCOCC1,2.1,-17,-1.0,-5,17,1.2,1,-9,1.3,14
COc1ccc(C(C)=O)cc1COc1ccc(-n2cnnn2)cc1,0.6,43,-0.1,-7,-43,4.0,-1,-1,-0.6,17
CCN1CCCC1CNC(=O)c1ccc(N2CCOCC2)c(NS(=O)(=O)c2ccc(OC)cc2)c1 (centres undefined),3.6,5,-1.8,10,-5,4.0,0,-2,2.5,-2
COc1ccccc1CN1CCN(S(=O)(=O)c2ccc(C)cc2)CC1,-1.9,-28,0.0,3,28,1.4,0,-5,2.0,·
Cc1cc(C)n2nc(CCCO)nc2n1,3.2,-22,-1.2,-6,22,0.7,0,·,-1.3,5
COc1ccc(CCNC(=O)CCCc2nnc3n(C)c(=O)c4sccc4n23)cc1OC,1.2,-26,-2.4,-5,26,2.0,1,-1,1.3,4
COc1ccc(F)cc1S(=O)(=O)Nc1ccc(C)cc1,1.8,·,-1.9,1,·,4.7,-2,3,0.8,-5
O=C(NCCC1=CCCCC1)c1cc(COc2c(F)cccc2F)on1,3.7,8,-1.6,5,-8,1.0,1,-4,-0.2,16
Clc1ccc2nnc(Cl)n2n1,2.4,-28,0.1,-1,28,2.8,-1,18,-0.2,6
O=C(Cc1cccs1)Nc1cc(S(=O)(=O)N2CCCCC2)ccc1Cl,2.1,42,-1.9,1,-42,1.0,2,·,1.4,-1
N#Cc1ccccc1OCC(=O)OCC(=O)c1ccc[nH]1,-0.9,-7,0.3,1,7,1.1,-2,-3,-1.9,-2
Cc1cc(C(=O)NCc2ccc(Cl)cc2)n(-c2ccccc2)n1,2.0,·,1.5,3,·,0.0,-1,-5,0.6,1
COc1ccc2c(c1)C(=O)N1[C@H]3c4cc(C)ccc4OC[C@@H]3[C@H](c3ccccc3)[C@]1(C)C(=O)N2,1.2,-5,0.2,5,5,5.3,-7,-3,1.5,-26
COc1ccc(NS(=O)(=O)c2ccc(-c3cnc(C4CC4)o3)cc2)cc1OC,4.0,7,-2.4,0,-7,0.3,-6,0,-3.4,3
CC1CCCCN1C(=O)C1CCN(S(=O)(=O)c2ccc(-n3cnnn3)cc2)CC1 (centres undefined),3.1,-13,-1.0,-6,13,5.2,-4,-4,0.6,4
COc1ccc(C2/C=C\CN(S(=O)(=O)c3ccc(-c4ccccc4)cc3)CC(=O)N2Cc2ccc(F)cc2)cc1 (centres undefined),-0.2,81*,-2.3,3,-81,·,-2,-7,·,7
CCOC(=O)C1(C(F)(F)F)N=C(c2cccnc2)OC(N2CCOCC2)=N1 (centres undefined),2.3,-7,0.5,-5,7,5.0,-4,1,-2.8,-17
Cc1ccc(-c2nnn(CC(=O)N(Cc3cccs3)C(C(=O)NC3CCCCC3)c3ccco3)n2)o1 (centres undefined),1.7,-2,·,-2,2,0.9,1,-8,-1.7,-17
